CRFBP-R2 block = blocks CRF-induced signaling of the CRF-BP/CRF-R2 complex. inhibition, % at 11.8 µM. HEK293 CRF-R2/CRF-BP, CRF-induced calcium fluorescence. 350,000 compounds, 0.59% hits;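 active = inhibition of the ligand-induced calcium signal above about 50% at the single tested concentration, limit read from the data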
IDE inh = inhibitors of human insulin-degrading enzyme in cells | HEK cells, FAbetaB cleavage, fluorescence polarization | inhibition, % at 5.59 µM | 320,000 compounds, 0.41% hits | P14735;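 active = percent inhibition above the average of all tested compounds plus 3 SD, set per screening campaign, cut at about 16% in these data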;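 note: IDE supplied by intact live HEK cells; FP after avidin binding of uncleaved biotin substrate so inhibition keeps polarization high; 0% = DMSO wells and 100% = 60 µM reference IDE inhibitor Ii1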
CHRM5 PAM = CHRM5 positive allosteric modulation. P08912. CHO-K1 hM5, Fluo-8 calcium, ACh EC20 PAM; 0% = ACh EC20, 100% = ACh EC100. activation, % at 3 µM. 360,000 compounds, 0.3% hits. AID 624038;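 active = activation above the run cutoff, the mean activation of all test compounds plus 3 SD, cut at about 18% in these data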
Target sequence (P08912 whole entry, looked up): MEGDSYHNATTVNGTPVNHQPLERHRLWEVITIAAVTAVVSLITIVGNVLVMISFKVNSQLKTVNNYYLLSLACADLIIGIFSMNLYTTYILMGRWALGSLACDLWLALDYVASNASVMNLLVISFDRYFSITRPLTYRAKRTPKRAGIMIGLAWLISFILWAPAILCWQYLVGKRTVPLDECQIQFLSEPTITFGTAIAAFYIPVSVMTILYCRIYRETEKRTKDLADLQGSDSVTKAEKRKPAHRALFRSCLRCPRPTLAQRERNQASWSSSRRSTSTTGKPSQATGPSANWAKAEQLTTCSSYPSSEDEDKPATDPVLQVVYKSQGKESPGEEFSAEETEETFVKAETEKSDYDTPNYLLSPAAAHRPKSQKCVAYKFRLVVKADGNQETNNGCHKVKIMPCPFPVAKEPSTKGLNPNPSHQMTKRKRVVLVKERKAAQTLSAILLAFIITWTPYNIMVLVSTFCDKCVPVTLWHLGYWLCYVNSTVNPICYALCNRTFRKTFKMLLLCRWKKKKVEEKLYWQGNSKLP
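Assay system – human M5 receptor in CHO-K1 cells · Read-out – % activation, ACh-normalized · Technique – Fluo-8 calcium fluorescence · Dosing – single-point, 3 µM nominal · Incubation – Fluo-8 loading 80 min at 37 °C plus 30 min room temperature · Repeats – singlicate, one well per test compound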
M4 antag = blocks acetylcholine activation of human M4 receptor | AID 624125 | CHO-hM4 cells, ACh EC80, Fluo-8 calcium fluorescence | inhibition, % at 3 µM | 360,000 compounds, 0.73% hits;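 active = inhibition above its plate's cutoff, the mean inhibition of sample wells plus 3 SD, cut at about 27% in these data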;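 note: 0% = acetylcholine EC80 with DMSO and 100% = DMSO without agonist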
Target sequence (P08173 whole entry, looked up): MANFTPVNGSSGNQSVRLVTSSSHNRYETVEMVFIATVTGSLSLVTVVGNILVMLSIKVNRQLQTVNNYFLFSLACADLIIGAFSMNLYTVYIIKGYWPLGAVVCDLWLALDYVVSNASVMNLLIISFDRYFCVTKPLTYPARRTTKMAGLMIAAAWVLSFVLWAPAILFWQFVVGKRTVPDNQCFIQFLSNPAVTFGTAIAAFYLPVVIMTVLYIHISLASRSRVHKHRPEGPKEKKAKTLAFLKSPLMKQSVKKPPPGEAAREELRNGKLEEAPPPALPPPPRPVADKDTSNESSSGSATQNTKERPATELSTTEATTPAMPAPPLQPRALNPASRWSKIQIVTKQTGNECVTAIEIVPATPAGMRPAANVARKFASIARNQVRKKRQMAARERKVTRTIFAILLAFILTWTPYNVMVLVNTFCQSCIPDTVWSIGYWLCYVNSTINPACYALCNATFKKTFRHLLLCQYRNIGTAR
M5 ag = CHRM5 agonism in calcium assay. CHO-K1 hM5 cells, Fluo-8 calcium fluorescence; 0% DMSO wells, 100% maximal acetylcholine response. activation, % at 3 µM. 360,000 compounds, 0.19% hits. AID 624037;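 active = activation above the run's mean over test compounds plus 3 SD, cut at about 23% in these data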;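 note: signal is peak over basal fluorescence ratio across the kinetic read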
CHRM4 PAM = positive allosteric modulators of human muscarinic M4 receptor; P08173; CHO-K1 hM4/Gqi5, Fluo-8 calcium fluorescence, ACh EC20; 0% = ACh EC20, 100% = maximal ACh; activation, % at 3 µM; 360,000 compounds, 0.4% hits; AID 624126;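 active = activation above its plate's cutoff, the mean activation of sample wells plus 3 SD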; note: some results filed as inactive read as strong as hits
CHRM4 agonist = agonists of human muscarinic M4 receptor (CHRM4); AID 624127; P08173; activation, % at 3 µM; 360,000 compounds, 0.14% hits; CHO-K1 hM4/Gqi5, Fluo-8 calcium fluorescence; vehicle 0%, full acetylcholine response 100%;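 active = activation above the run mean over all test wells plus 3 SD, cut at about 32% in these data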;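 note: peak over basal fluorescence ratio per well then scaled between controls; 0% = DMSO wells and 100% = acetylcholine at EC100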
M5 antag = antagonists of human muscarinic M5 receptor (CHRM5) | P08912 | CHO-hM5 cells, Fluo-8 calcium fluorescence, ACh EC80 | inhibition, % at 3 µM | 360,000 compounds, 0.59% hits | AID 624040;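 active = inhibition above a per-plate cutoff, the mean of that plate's test compounds plus 3 SD, cut at about 27% in these data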;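 note: 0% = acetylcholine EC80 with DMSO and 100% = DMSO without agonist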
CRFR2-BP ag = CRF-BP/CRF-R2 complex agonism. HEK293 CRF-R2/CRF-BP, calcium dye fluorescence (FLIPR); percent of saturating CRF peptide response. activation, % at 13.2 µM. 350,000 compounds, 0.46% hits;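 active = activation of at least 50%, plus an integration ratio under a set limit after plate pattern correction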;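 note: plate controls were neutral control wells without compound for no effect and CRF at EC100 for full effect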
Numbers without * were called inactive; / = not tested or not shown.

SMILES	CHRM4 agonist	CRFBP-R2 block	M5 ag	M5 antag	CHRM5 PAM	CRFR2-BP ag	M4 antag	IDE inh	CHRM4 PAM
CN1CCN(c2nc3c(c(=O)n(C)c(=O)n3C)n2Cc2cccc(Br)c2)CC1	-2	-13	-4	-6	1	-0.3	-4	4	-2
O=C1OC(c2ccccc2)(c2ccc(O)cc2)c2ccccc21 (stereo not given)	-2	-2	-11	5	-1	-1.8	7	/	-1
CCn1c(CCCNC(=O)c2cccs2)nc2ccccc21	2	-43	-1	3	-4	2.0	-15	3	0
COc1cccc(NC(=O)C(=O)N/N=C(\C)CC(=O)Nc2ccc(NC(C)=O)cc2)c1	2	11	-3	6	1	-1.0	-8	-2	4
COc1cc(/C=N/NC(=O)c2ccc(CSc3nc4ccccc4[nH]3)cc2)cc(OC)c1OC	5	2	-5	12	-9	2.6	-8	6	-7
CC(C)NCCCCOc1cccc(Br)c1	2	-6	-7	4	-3	1.0	-10	2	-8
Cc1cc(O)cc(C)c1Cl	1	15	1	-3	-2	0.3	1	2	0
c1cncc(-c2noc(C34CC5CC(CC(C5)C3)C4)n2)c1	-1	19	2	5	-3	1.2	-1	1	-5
O=C(Nc1ccc(F)cc1)Nc1ccc2c(c1)CCC2	9	10	1	8	-15	0.0	-9	-4	-3
CC1(C(=O)Nc2cccc(Oc3ccccc3)c2)CCN1Cc1cccc2c1OCO2 (stereo not given)	0	/	-1	-6	-4	/	3	/	-8
O=C(/C=C/c1c(Cl)cccc1Cl)N1CCOCC1	0	15	1	-3	1	-1.2	-8	-2	3
N#C/C(=C\c1cccnc1)c1nc2c(s1)CCCC2	1	-18	-3	8	-3	3.4	0	9	6

Further compounds:
SMILES	CHRM4 agonist	CRFBP-R2 block	M5 ag	M5 antag	CHRM5 PAM	CRFR2-BP ag	M4 antag	IDE inh	CHRM4 PAM
N#C/C(=C\c1ccccc1)C(=O)NC(=O)Oc1ccccc1	0	8	-2	1	-1	0.4	4	0	1
O=S(=O)(c1cccc(-c2nnc3n2CCCCC3)c1)N1CCOCC1	0	-2	-2	6	4	1.0	-8	6	3
O=[N+]([O-])c1ccc(N2CCN(Cc3ccncc3)CC2)cc1	1	15	-4	7	3	-0.1	6	1	-2
CCSc1nnc(-c2ccccc2N)c(=O)[nH]1	0	20	1	-7	-2	-0.3	3	5	-5
C=CCOn1c(=O)c(-c2ccc(OCC)cc2)[n+]([O-])c2ccccc21	0	2	-3	7	1	-1.1	0	3	7
CN(C(=O)CSc1nnc(Nc2ccccc2)s1)c1c(N)n(Cc2ccccc2)c(=O)[nH]c1=O	1	1	-3	-5	-3	1.2	-11	-3	5
Cc1ccc(C)c(NC(=O)CN(C)C(=O)c2ccccc2OCc2c(C)noc2C)c1	2	6	-1	11	-2	-0.8	3	-2	1
CC1=CC=CN2C1=NC(=O)CC2(C)C(=O)N(CC(=O)NC1CCCC1)c1cc(C)cc(C)c1 (stereo not given)	0	1	-2	6	3	-0.6	-5	0	0
O=C(c1cccc2c1-c1ccccc1C2)N1CCCCC1	0	11	0	4	6	-2.1	2	1	2
NC1=NC(=O)/C(=C\c2cc([N+](=O)[O-])ccc2Cl)S1	1	5	5	-12	14	-1.0	3	-6	12
CC1CCCCN1C(=O)CCC(=O)Nc1nnc(C2CCCCC2)s1 (stereo not given)	2	-24	3	17	-8	3.0	-2	-4	-2
Cc1nc(C)c(C(=O)O)c(-c2ccsc2)c1C(=O)O	0	-2	5	-2	13	-0.7	7	-3	0

(listing goes on)
SMILES	CHRM4 agonist	CRFBP-R2 block	M5 ag	M5 antag	CHRM5 PAM	CRFR2-BP ag	M4 antag	IDE inh	CHRM4 PAM
CCOCCOC(=O)COc1ccc2c(=O)c(Oc3ccc(OC)cc3)coc2c1	19	20	2	14	-10	-1.2	0	1	-8
CC(C)N(C(C)C)S(=O)(=O)c1ccc(N2CCc3ccccc3C2)nc1	10	-21	-1	14	-4	1.9	-9	4	-6
Cc1ccc2[nH]c3c(=O)n(CC(=O)NCCCN4CCN(c5ccc(F)cc5)CC4)ncc3c2c1	2	-7	-4	6	0	-0.6	2	0	-8
CCC(C(=O)N1CCCC1)n1nc(C)c2c(C)n(-c3ccccc3)nc2c1=O (stereo not given)	1	-13	-2	6	-2	1.7	-3	8	0
COc1cc(-c2nc(Cc3c(F)cccc3Cl)no2)cc(OC)c1OC	1	7	-2	6	-4	-2.0	16	7	-15
CCc1ccc2oc(C(=O)Nc3nonc3CC)c(C)c2c1	0	-24	-2	-7	7	2.4	8	3	6
CCCC(NS(=O)(=O)c1ccc(-c2ccc(=O)[nH]n2)s1)c1cccs1 (stereo not given)	6	-4	-2	11	-4	-1.8	-4	-2	-9
NC1CCCCC1N=Cc1c(O)n(CCc2ccc(F)cc2)c(=O)[nH]c1=O (stereo not given)	0	-1	-1	-5	-3	3.5	-9	/	17
Cc1ccc([N+](=O)[O-])cc1CN1CCN(c2ncc(Cc3ccccc3)cn2)CC1	3	/	-3	18	-15	/	3	/	-5
C=CCOc1ccccc1/C=c1\sc2nc(=O)c(C)nn2c1=O	1	-32	-1	1	0	0.2	10	4	-2
CC(=O)c1c(C)[nH]c(C(=O)CSc2nc3ccccc3c(=O)n2CCCO)c1C	9	11	1	11	-8	-1.9	3	-4	-17
CN(C)S(=O)(=O)N1CCC(C(=O)O)(c2ccccc2)CC1	1	-9	-1	8	-3	2.9	-1	1	3

(further entries)
SMILES	CHRM4 agonist	CRFBP-R2 block	M5 ag	M5 antag	CHRM5 PAM	CRFR2-BP ag	M4 antag	IDE inh	CHRM4 PAM
Cc1noc(C)c1CSCC(=O)N1CCN(c2ccc([N+](=O)[O-])cc2)CC1	18	36	2	29*	-25	-0.8	18	7	-16
Cc1cccc(N2CCN(S(=O)(=O)c3ccc4c(c3)NC(=O)C(C)S4)CC2)c1C (stereo not given)	2	8	-1	2	-5	3.6	9	0	-5
CC(C)(Oc1cccc2ccccc12)C(=O)O	0	-14	0	6	-4	-0.2	-13	-3	9
Cc1cccc(N/N=C/c2ccccc2O)c1	1	5	1	-8	0	-0.2	6	2	3
COc1cc(-c2nc3cnccn3c2Nc2ccc(C)cc2)ccc1O	3	22	1	-5	4	-2.6	7	-1	4
Cn1c(=O)c2c(nc(NCc3ccc4c(c3)OCO4)n2Cc2ccccc2Cl)n(C)c1=O	-1	21	-1	-3	4	1.6	19	9	5
N#CCC(=O)N/N=C/c1ccc(SCC(=O)Nc2ccccc2)o1	3	-9	-2	4	-2	3.1	7	2	-7
COc1cccc(Nc2nc(C(N)Cc3ccc(C(F)(F)F)cc3)cs2)n1 (stereo not given)	9	/	4	9	6	/	12	/	15
Cc1cn([C@H]2C[C@H](O)[C@@H](CNC(=O)c3ccccn3)O2)c(=O)[nH]c1=O	1	7	-1	-5	7	-1.7	-6	/	8
Cc1ncsc1C(=O)N1N=C2/C(=C/c3ccc(N4CCOCC4)cc3)CCCC2C1c1ccc(N2CCOCC2)cc1 (stereo not given)	5	-9	4	-3	1	4.0	-7	2	16
c1ccc(C[C@H]2CN=C(Nc3ccccc3)N2CC2CCC2)cc1	3	0	-8	13	-5	-1.2	15	0	-4
O=C(/C=C/c1ccc(Cl)cc1)N1CCN(c2ccccc2[N+](=O)[O-])CC1	4	21	-4	7	-5	-1.1	0	-1	-6

Next part.
SMILES	CHRM4 agonist	CRFBP-R2 block	M5 ag	M5 antag	CHRM5 PAM	CRFR2-BP ag	M4 antag	IDE inh	CHRM4 PAM
COc1ccc(NC(=O)Cn2c(=O)n(-c3ccc(OC)cc3OC)c(=O)c3c(C)c(C)sc32)cc1	0	-1	-4	-5	7	0.2	3	0	3
COC(=O)c1cccc(NS(=O)(=O)c2cccs2)c1C	0	15	0	-1	0	0.1	10	2	2
O=C(CSc1nccc(=O)[nH]1)Nc1ccc2c(c1)OCCO2	1	-13	3	-8	15	0.5	-4	2	8
CCN(CC)C(=O)C1=C(C)N(CCCN2CCCC2=O)C(=O)C(CC(=O)NC(c2ccccc2)c2ccccc2)C1 (stereo not given)	0	9	0	2	-3	-0.3	0	/	-2
c1cncc(CNc2cccc(-c3nc4ccccc4[nH]3)c2)c1	5	3	1	1	-2	1.4	5	-3	-7
CC1CCCN(C(=O)Cc2cccc3ccccc23)C1 (stereo not given)	0	-12	-7	15	-4	-1.3	7	6	-7
c1ccn2c(SCc3cn4ccsc4n3)nnc2c1	0	6	-7	-1	0	0.5	-4	6	3
Cc1c(N/C(=N/S(=O)(=O)c2ccc(F)cc2)c2ccccc2)c(=O)n(-c2ccccc2)n1C	0	-12	-1	-4	8	2.8	-4	0	14
COc1cccc(/C(O)=C2/C(=O)C(=O)N(Cc3cccnc3)C2c2ccco2)c1 (stereo not given)	0	-1	-4	-1	-1	0.2	7	0	-8
CCC1(C)COC(C)(CC(=O)NNC(=O)Nc2ccccc2)OC1 (stereo not given)	0	8	-1	9	5	-0.4	-2	0	-5

Grouped by structure: the compounds so far with an aryl methoxy group.
SMILES	CHRM4 agonist	CRFBP-R2 block	M5 ag	M5 antag	CHRM5 PAM	CRFR2-BP ag	M4 antag	IDE inh	CHRM4 PAM
COc1cccc(NC(=O)C(=O)N/N=C(\C)CC(=O)Nc2ccc(NC(C)=O)cc2)c1	2	11	-3	6	1	-1.0	-8	-2	4
COc1cc(/C=N/NC(=O)c2ccc(CSc3nc4ccccc4[nH]3)cc2)cc(OC)c1OC	5	2	-5	12	-9	2.6	-8	6	-7
CCOCCOC(=O)COc1ccc2c(=O)c(Oc3ccc(OC)cc3)coc2c1	19	20	2	14	-10	-1.2	0	1	-8
COc1cc(-c2nc(Cc3c(F)cccc3Cl)no2)cc(OC)c1OC	1	7	-2	6	-4	-2.0	16	7	-15
COc1cc(-c2nc3cnccn3c2Nc2ccc(C)cc2)ccc1O	3	22	1	-5	4	-2.6	7	-1	4
COc1cccc(Nc2nc(C(N)Cc3ccc(C(F)(F)F)cc3)cs2)n1 (stereo not given)	9	/	4	9	6	/	12	/	15
COc1ccc(NC(=O)Cn2c(=O)n(-c3ccc(OC)cc3OC)c(=O)c3c(C)c(C)sc32)cc1	0	-1	-4	-5	7	0.2	3	0	3
COc1cccc(/C(O)=C2/C(=O)C(=O)N(Cc3cccnc3)C2c2ccco2)c1 (stereo not given)	0	-1	-4	-1	-1	0.2	7	0	-8

Screening data (PubChem BioAssay)
